# Screening results (PubChem)
# HepG2 tox: qHTS for Inhibitors of TGF-b: Cytotox Counterscreen; Potency, µM (titrated, usually from 46.1 µM), inactives show at the top dose activity change, negative = cytotoxicity, hits mostly cytotoxic; hit rate 0.76% among 410,000; AID 588856, 2011; HepG2 CAGA-GFP viability, ATP luminescence, 18 h; also: potency is read from the fitted curve at half-maximal effect; some results filed as inactive show a strong effect at the top dose
#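 HepG2 CAGA-GFP cells (1000/well, DMEM with 1% FBS) received compound, then TGF-beta at 500 pg/mL final, and were incubated 18 hours at 37 degrees C. Viability was read by CellTiter-Glo luminescence. Media-only wells were set as complete cell-killing and DMSO as no toxicity.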
# IL-2 act: qHTS of IL-2 Activators; activation, % (series mostly up to about 46 µM); hit rate 0.065% among 360,000; IL-2 activation reporter assay, cell-based qHTS; stimulated with anti-CD3/CD4/CD28 beads; in transgenic mouse T cells; in the data active = activation above about 50%; inconclusive = mostly about 30% to 49%; also: 0% is about no effect
#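 Quantitative HTS in unstimulated transgenic mouse T cells, with memory T cells as non-tolerant control and PMA/ionomycin as tolerance-bypass control. Compound pretreatment lasted 60 minutes before 18 h bead stimulation; EGFP/DsRed fluorescence read.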
# Nrf2 activator: qHTS of Nrf2 Activators; AID 624171, 2012; hit rate 0.31% among 410,000; Potency, µM (highest dose often 46.1 µM), without a hit: at the highest dose activation, most hits filed as activators; AREc32 ARE-luciferase reporter (MCF7-derived line), luminescence, 24 h; also: potency is read from the fitted curve at half-maximal effect; % of control where 0% means no effect; nearly all actives have a fitted effect of over 65% in size
#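 ARE activation measured as luciferase luminescence (Steady-Glo, 30 min RT) in AREc32_Fluc cells after 24 hr compound exposure at 37 deg C, 5% CO2; cells seeded overnight at 1000/well in OPTI-MEM, 5% FBS.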
# EPAC2 ag: qHTS for Agonist of cAMP-regulated guanine nucleotide exchange factor 4 (EPAC2): primary screen | Rap guanine nucleotide exchange factor 4 (Homo sapiens), Q8WZA2 | EPAC2 activation, biochemical qHTS; response scale: 100% = 6.5 mM cAMP response | Potency, µM (highest dose often 154 µM), without a hit: top-dose activation, most hits filed as activators | hit rate 0.079% among 360,000; also: potency is read from the fitted curve at half-maximal effect; nearly all actives have a fitted effect of over 50% in size
# Target sequence (Q8WZA2 whole entry, looked up): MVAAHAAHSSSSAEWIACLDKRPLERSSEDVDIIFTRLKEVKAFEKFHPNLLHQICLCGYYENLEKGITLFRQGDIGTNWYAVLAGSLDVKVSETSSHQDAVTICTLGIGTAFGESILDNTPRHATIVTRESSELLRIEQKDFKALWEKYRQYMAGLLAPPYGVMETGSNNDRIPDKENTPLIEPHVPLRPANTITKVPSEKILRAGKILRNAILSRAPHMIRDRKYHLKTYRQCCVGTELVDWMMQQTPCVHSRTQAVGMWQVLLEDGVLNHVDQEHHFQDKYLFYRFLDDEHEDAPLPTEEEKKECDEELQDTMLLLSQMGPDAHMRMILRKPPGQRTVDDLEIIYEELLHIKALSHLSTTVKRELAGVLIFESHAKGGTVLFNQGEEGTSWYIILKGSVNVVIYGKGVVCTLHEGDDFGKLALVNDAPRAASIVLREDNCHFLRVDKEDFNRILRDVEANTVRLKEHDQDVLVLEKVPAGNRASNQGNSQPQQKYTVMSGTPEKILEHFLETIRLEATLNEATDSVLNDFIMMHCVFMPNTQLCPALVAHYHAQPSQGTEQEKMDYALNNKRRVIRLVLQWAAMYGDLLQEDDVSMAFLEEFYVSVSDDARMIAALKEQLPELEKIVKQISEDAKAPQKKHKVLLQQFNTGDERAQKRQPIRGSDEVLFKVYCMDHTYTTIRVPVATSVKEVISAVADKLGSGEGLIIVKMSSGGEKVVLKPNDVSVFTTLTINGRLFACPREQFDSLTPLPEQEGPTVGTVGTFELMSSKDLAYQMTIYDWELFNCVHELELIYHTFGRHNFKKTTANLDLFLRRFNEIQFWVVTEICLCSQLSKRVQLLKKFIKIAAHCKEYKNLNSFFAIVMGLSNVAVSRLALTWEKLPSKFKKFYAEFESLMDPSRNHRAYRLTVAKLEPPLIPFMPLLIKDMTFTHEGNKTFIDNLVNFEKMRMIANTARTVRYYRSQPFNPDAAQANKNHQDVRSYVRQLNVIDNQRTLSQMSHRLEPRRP
#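 In this primary screen, activation is scored as increased exchange of BODIPY-GDP from Rap1B by 100 nM EPAC2, with 50 uM GDP as competitor. Signal is normalized to the 6.5 mM cAMP agonist control.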
# Nrf2 block: Nrf2 qHTS screen for inhibitors; A549 ARE-Fluc reporter, luciferase luminescence, 18-24 h; Potency, µM (highest dose often 46 µM), without a hit: top-dose activity change, negative = inhibition, hits mostly inhibitors; hit rate 2.1% among 360,000; also: potency is read from the fitted curve at half-maximal effect; % is scaled to controls: 0 for no effect and ±100 for the full control effect; nearly all actives have a fitted effect of over 60% in size
#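 Reporter: ARE-Fluc in A549. Exposure: 18-24 h, 37 °C, 5% CO2, 5% FBS OPTI-MEM. Readouts: fluorescent cytotoxicity (CellTiter-Fluor), then luminescent Nrf2 signal after BugLite.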
# TGFb inhibitor: qHTS for Inhibitors of TGF-b; HepG2 CAGA-GFP TGF-b/SMAD3 reporter, GFP fluorescence, 18 h; TGF-beta stimulated, 500 pg/mL final; Potency, µM (top dose mostly 46.1 µM), for the others: at the highest dose activity, negative = inhibition, actives largely listed as inhibitors; hit rate 1.2% among 410,000; AID 588855, 2011; also: potency is read from the fitted curve at half-maximal effect; % is scaled to controls: 0 for no effect and ±100 for the full control effect; nearly all actives have a fitted effect of over 65% in size
#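 Smad-responsive CAGA-GFP expression was quantified in HEPG2 cells exposed to compounds and 500 pg/mL final TGF-beta for 18 h at 37 degrees C; unstimulated wells defined full inhibition.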
# ATXN viability: Viability Counterscreen for Primary qHTS for Inhibitors of ATXN expression. S2 cells (HEK-293 line with an ATXN2-luciferase reporter) viability, CellTiter-Fluor protease fluorescence, 24 h. Potency, µM (doses to about 56.7 µM), hits mostly cytotoxic. hit rate 0.49% among 400,000. AID 651635, 2014; also: potency is read from the fitted curve at half-maximal effect; nearly all actives have a fitted effect of over 40% in size
# ATXN2 expr inh: Primary qHTS for Inhibitors of ATXN expression. HEK-293 ATXN2-luciferase reporter, luminescence, 24 h. hit rate 0.72% among 360,000. Potency, µM (highest dose often 57 µM), for inactives: at the top dose activity change, negative = inhibition, hits mostly inhibitors. AID 1745845, 2022; also: potency is read from the fitted curve at half-maximal effect; % is scaled to controls: 0 for no effect and ±100 for the full control effect; nearly all actives have a fitted effect of over 55% in size
#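 qHTS (up to 57 uM final) was run with 24 h compound exposure of reporter cells at 37 °C. Each well was multiplexed: SteadyGlo luminescence measured ATXN2-luciferase expression after a fluorogenic Gly-Phe-AFC viability readout (25 uM final).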
# A549 tox: Nrf2 qHTS screen for inhibitors: counterscreen for cytotoxicity; A549 ARE-Fluc cells, CellTiter-Fluor viability, 18-24 h; Potency, µM (doses to about 46 µM), without a hit: at the highest dose activity change, negative = cytotoxicity, most hits filed as inhibitors; hit rate 0.16% among 390,000; also: potency is read from the fitted curve at half-maximal effect; % is scaled to controls: 0 for no effect and ±100 for the full control effect
#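 A549 ARE-Fluc cells in 5% FBS OPTI-MEM, 5000 cells/well, rested 2 h then exposed to compounds in concentration-response for 18-24 h at 37 °C. Viability by CellTiter-Fluor fluorescence (Ex 405/Em 525) after 30 min; luciferase luminescence (BugLite, 15 min, RT) read afterwards.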
# Numbers without * were called inactive; i = inactive; ? = inconclusive; . = not tested or not shown; & = joins results of further samples; [ ] = another dose, or the depositor's remark. Unless noted, calls follow the shape of the dose curve; as a rule, active = well fitted curve in the direction sought with a large enough effect; inconclusive = small, poorly fitted or top-dose-only effect, or another doubt; inactive = no such curve, though single readings can be large; an effect the other way counts as inactive or inconclusive.
# Every second line gives: HepG2 tox, IL-2 act, Nrf2 activator, EPAC2 ag, Nrf2 block, TGFb inhibitor, ATXN viability, ATXN2 expr inh, A549 tox
CC(=O)Nc1ccc(SC[C@H](Cc2ccccc2)N2CCN(CC(C)C)CCC2=O)cc1
    -16%, -0.2, 4.6%, -5%, 12%, -7%, i, -1%, 3%
COc1ccc(-c2noc(-c3cc(C)cc(C)c3)n2)cc1OC
    -3%, 0.0, -0.8%, -6%, -4%, 7%, i, 9%, 2%
COc1ccc(N=C2SC(C(=O)Nc3ccc4c(c3)OCO4)CC(=O)N2C)cc1 (configuration not stated)
    7%&21%, -0.7&-0.3, 0.4%&5.4%, 6%&22%, 24%, 10%&37%, i, 23%&8%, 2%&-9%
Cc1ccc(C)c(NS(=O)(=O)c2ccc(NC(=O)CSc3ccc(Cl)cc3)cc2)c1
    8%, -1.9, 0.1%, 7%, 10%, -1%, i, -15%, 3%
O=C(CCN1C(=O)C2C3CCC(C3)C2C1=O)OCC(=O)c1cccc([N+](=O)[O-])c1 (configuration not stated)
    3%, 0.8, -0.9%, 5%, -10%, ?, i, 3%, -2%
CC1C(=O)N(Cc2ccccc2F)c2ccccc2N1C(=O)c1c(F)cccc1F (configuration not stated)
    -27%, -4.8, -0.4%, 17%, ?, ?, i, ?, 1%
COCCCNC(=O)c1cnc2c(-c3ccc(F)cc3)c(C)nn2c1C
    -6%, ., 0.3%, ., ?, -6%, ., ., 1%
O=C(N1CCN(Cc2ccc3c(c2)OCO3)CC1)C12CC3CC(CC(C3)C1)C2
    -34%, 1.5, -0.1%, 10%, 1%, -9%, i, 6%, 17%
O=C(CCN1CCN(c2ccccc2)CC1)Nc1ccccc1F
    -1%, -1.1, -0.2%, -8%, 17%, 2%, i, 1%, -3%
Cc1ccc(NC(=O)C2C3CCCC2C3c2ccccc2)cc1C (configuration not stated)
    0%, -0.2, 0.5%, 4%, -8%, 9%, i, 0%, -7%
O=[N+]([O-])c1cccc(-c2ccc(C(=S)N3CCN(c4ccccc4)CC3)o2)c1
    -46%, -1.6, -0.2%, -4%, 2%, -14%, i, -9%, -2%
CCOC(=O)N1CCC(N2CCN(Cc3ccccc3)C(CCO)C2)CC1 (configuration not stated)
    -8%, 2.0, 0.0%, 2%, -15%, 0%, ?, -12%, -19%
COc1ccc(CN(C)C(=S)Nc2ccc(Cl)cc2Cl)cc1
    38%, 2.1, 1.9%, 17%, -18%, 0%, i, -12%, 12%
CC(=O)c1cccc(NC(=O)c2ccc(S(=O)(=O)N3CCCCC3)cc2)c1
    -7%, -0.7, 3.6%, -6%, -1%, 5%, i, 2%, 0%
Cc1ccc(CNC(=O)c2ccc3c(=O)n4c(-c5ccc(C)cc5)csc4nc3c2)cc1
    -4%, -0.2, 0.4%, 6%, 7%, -2%, i, -1%, 3%
CC(C)(C)c1cn(-c2ccccc2)c(=S)[nH]1
    -8%, -1.7, 2.4%, 11%, 4%, 16%, i, 13%, 16%
CCCn1c(SCc2nc3sc(C)c(C)c3c(=O)[nH]2)nc2ccccc2c1=O
    3%, -0.4, -0.1%, -9%, 4%, -9%, i, -13%, 9%
O=C(NCCN1CCN(c2cccc(Cl)c2)CC1)C1CCCN(S(=O)(=O)c2cnc[nH]2)C1 (configuration not stated)
    3%, -1.4, -1.1%, 6%, -3%, 4%, i, -9%, 0%
O=C(O)c1ccccc1N/N=C/C1=C(N2CCOCC2)C(=C\c2ccccc2)/CC1
    -13%, -2.9, 5.8%, -2%, 11%, 4%, i, 23%, -20%
C=CCOc1ccc(/C=C/C(=O)OCC(=O)NCc2cccc(OC)c2)cc1
    -29%, 0.9, 0.0%, 3%, 14%, -21%, i, -10%, 11%
Brc1ccc(C2=Nn3c(nnc3-c3n[nH]c4c3CCC4)SC2)cc1
    -34%, -0.1, 6.6%, -13%, ?, 16%, ?, -5%, -30%
COc1ccccc1C(=O)NC(=O)COC(=O)CCS(=O)(=O)c1ccc(C)cc1
    -12%, -0.9, 0.0%, 8%, 16%, 0%, i, 11%, 6%
O=C(CCCCC(=O)Nc1ccc(F)cc1F)Nc1ccc(F)cc1F
    20%, 1.2, -0.5%, 12%, -4%, -26%, i, 5%, -5%
CC(=O)c1c[nH]c(C(=O)NCc2cccc(C(F)(F)F)c2)c1
    3%, -0.6, -0.3%, 3%, -12%, 5%, i, -10%, 10%
O=C(C1CCCCC1)N(Cc1cccnc1)c1nc2c(F)cccc2s1
    -33%, ., 3.3%, ., ., ?, ., ., 4%
CCc1nnc(NS(=O)(=O)c2ccc(NC(=O)Nc3ccc(OC)cc3)cc2)s1
    -17%, -1.1, -0.2%, 25%, -6%, 3%, i, -15%, 8%
CC(=O)Nc1cc(Br)ccc1O
    2%, 0.2, -0.6%, 7%, 5%, -14%, i, 7%, -1%
CC1(C(=O)NS(=O)(=O)c2ccccc2C(F)(F)F)CCN1C(=O)CC1CCCC1 (configuration not stated)
    -3%, -0.1, -0.7%, 4%, ., 3%, i, 6%, .
CCOC(=O)CNC(=O)N1[C@H](c2cccs2)[C@@H](C)C(=O)[C@@H](C)[C@@H]1c1cccs1
    -18%, ., -0.1%, ., ?, -21%, ?, -15%, 14%
Clc1ccc(Cn2cccn2)cn1
    -24%, -0.4, 0.1%, 2%, ?, 7%, i, -13%, -1%
COc1cccc(OC2(C)CCN(Cc3ccc(-c4ccccn4)cc3)C2)c1 (configuration not stated)
    -19%, -0.6, 0.8%, 15%, ., 3%, i, -11%, .
Cc1ccc(N(CC(=O)Nc2ccc3c(c2)OCCO3)S(C)(=O)=O)cc1
    18%, 0.4, 3.8%, 9%, ?, 16%, i, 41%[activator], 1%
COC(=O)c1ccc(CN2CCC(CO)(CCOc3ccccc3)CC2)cc1
    0%, -0.3, 0.3%, 6%, 3%, -21%, i, -11%, -2%
CC(C)[C@H](NC(=O)c1ccccc1)C(=O)OCC(=O)NCc1ccc2c(c1)OCO2
    -17%, -0.5, -0.5%, 3%, -5%, 4%, i, -9%, 1%
CCOC(=O)c1ccccc1NC(=O)c1c(-c2ccccc2)noc1C
    -29%, ., 2.9%, ., ., 5%, i, -19%, 3%
COc1cccc(/C=C/C(=O)NNC(=O)c2ccncc2)c1OC
    -4%, 1.0, 0.1%, 7%, 8%, 0%, i, ., 3%
CC1Nc2ccccc2C(=O)N1NS(=O)(=O)c1ccccc1 (configuration not stated)
    6%, -0.3, -0.7%, -2%, 6%, 7%, i, -3%, 1%
Cc1ccc(NC(=O)CSc2nnc(C3CC3)n2C)cc1S(=O)(=O)N1CCCCC1
    6%, -0.6, 0.1%, -4%, 15µM*, ?, i, ., -12%
CCn1c(=O)c(=O)[nH]c2c(=O)oc3ccc(S(=O)(=O)Nc4ccc(OC)cc4)cc3c21
    0%, 0.6, 2.3%, 0%, ?, 16%, i, -5%, ?
O=C(CCc1nc(CN2CCN(S(=O)(=O)c3ccc(F)cc3)CC2)no1)N1CCCCC1
    0%, ., 0.5%, ., 17%, 15%, i, 10%, 0%

# Three entries already listed, sorted by their value in TGFb inhibitor, low to high:
mol | TGFb inhibitor
CCOC(=O)CNC(=O)N1[C@H](c2cccs2)[C@@H](C)C(=O)[C@@H](C)[C@@H]1c1cccs1 | -21%
CCCn1c(SCc2nc3sc(C)c(C)c3c(=O)[nH]2)nc2ccccc2c1=O | -9%
Clc1ccc(Cn2cccn2)cn1 | 7%

# Remaining list, next part
# Every second line gives: HepG2 tox, IL-2 act, Nrf2 activator, EPAC2 ag, Nrf2 block, TGFb inhibitor, ATXN viability, ATXN2 expr inh, A549 tox
COc1ccc(-c2cc3c(=O)n(CC(=O)NCCN4CCCC4)nc(C)n3n2)cc1
    -18%, 0.1, 3.1%, 8%, -6%, -33%, i, ., 2%
CCOc1cc(/C=C(\C#N)C(=O)NCC2CCCO2)ccc1OCC(N)=O (configuration not stated)
    -5%, -2.0, -0.6%, 6%, -3%, -4%, i, -2%, 8%
CC(=O)c1cccc(NC(=O)CSc2nc(N3CCOCC3)nc(N3CCOCC3)n2)c1
    8%, -0.2, -0.2%, 1%, 6%, 8%, i, 4%, 5%
COc1nc(Oc2ccc(/C=N/O)cc2)nc(N(C)C)n1
    4%, -1.6, -0.2%, 11%, 3%, 12%, i, 3%, 2%
O=C(COC(=O)c1cc(=O)[nH]c2ccccc12)NC1CCCCC1
    -15%, 0.4, 0.4%, 2%, 0%, -9%, i, 6%, 10%
Cc1ccc(C)c(S(=O)(=O)NNC(=O)c2sc(NS(=O)(=O)c3ccccc3)nc2C)c1
    -4%, -0.4, -0.9%, 2%, 6%, 3%, i, ., 3%
CCC1CCCCN1CC(O)COCc1cccc(OC)c1 (configuration not stated)
    -6%, 0.8, -0.2%, 15%, 1%, 9%, i, -5%, 0%
Clc1ccc(N/N=C/c2ccncc2)cc1Cl
    1%, -1.9, 6.1%, 6%, 12%, -2%, i, 22%, 8%
O=C(N/N=C/C=C/c1ccccc1)c1ccc(Br)cc1
    -10%, 0.0, 2.9%, 7%, 6%, -17%, i, -10%, -12%
CCOC(=O)c1cccc(Nc2ncnc3ccccc23)c1
    2%, -0.1, 5.5%, 3%, ., 3%, ?, 7%, -12%
Fc1ccc(/C=N/NC(=S)Nc2cccnc2)cc1F
    -21%, 0.1, 0.0%, 7%, -2%, 5%, i, -35%, -3%
CC(=O)N1CCc2c(sc(NC(=O)c3ccc(S(=O)(=O)N(C)CC4CCCO4)cc3)c2C(N)=O)C1 (configuration not stated)
    -2%, -0.5, -1.0%, 7%, ., -5%, i, ., .
